AmpC no deterg = qHTS Inhibitors of AmpC Beta-Lactamase (assay without detergent); P00811; AmpC nitrocefin hydrolysis, absorbance 480 nm, 0.0001% Triton; Potency, µM (doses to about 57.1 µM), inactives show at the highest dose activity change, negative = inhibition, most hits filed as inhibitors; 330,000 compounds, 0.52% hits;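 note: potency is the fitted concentration of half-maximal effect; plate controls were no compound for no effect and no enzyme for full effect; nearly all actives have a fitted effect of over 20% in size; some results filed as inactive show a strong effect at the top dose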
Target sequence (P00811 whole entry, looked up): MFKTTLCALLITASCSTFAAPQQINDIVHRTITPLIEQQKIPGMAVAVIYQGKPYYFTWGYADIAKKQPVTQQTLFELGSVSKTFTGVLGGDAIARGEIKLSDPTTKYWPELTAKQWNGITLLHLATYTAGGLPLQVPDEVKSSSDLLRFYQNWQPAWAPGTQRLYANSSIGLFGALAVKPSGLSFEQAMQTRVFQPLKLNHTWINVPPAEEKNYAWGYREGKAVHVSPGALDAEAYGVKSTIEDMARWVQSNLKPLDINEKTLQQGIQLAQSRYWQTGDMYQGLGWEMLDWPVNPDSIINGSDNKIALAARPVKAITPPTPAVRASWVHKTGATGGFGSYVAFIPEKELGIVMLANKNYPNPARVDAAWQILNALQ
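AmpC (5.3 nM in the dispensed reagent) in 20 mM phosphate pH 7.0 with 0.01% (detergent screen) or 0.0001% Triton X-100 was preincubated with compounds for 15 min at room temperature. Nitrocefin was then added from an 800 uM solution, and hydrolysis was followed at 480 nm.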
HCMV antiviral = qHTS Assay for inhibitors of the human cytomegalovirus (HCMV); 410,000 compounds, 4.5% hits; HFF cells, HCMV-luciferase reporter, 72 h; hits give low values; activity change, negative = inhibition, % at 57.5 µM; in the data active = activity change below about -60%; inconclusive = no clear call, values can overlap the other calls; inactive = above about -39%
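Cell-based, HFFs, 1000 cells/well, 16 h 37C; cpds in DMSO + HCMV-luc, MOI 1 PFU/cell; 72 h 37C; OneGlo luminescence after 5 min RT; norm. to buffer vs Salinomycin 10uM.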
LmPK inh = qHTS Assay for Inhibitors of Leishmania Mexicana Pyruvate Kinase (LmPK); 290,000 compounds, 0.37% hits; purified LmPK, Kinase-Glo ATP luminescence, 1 h; Q27686; Potency, µM (series often up to 57.5 µM), for the others: at the highest dose activity change, negative = inhibition, usual class: inhibitors; note: potency is the fitted concentration of half-maximal effect
Target sequence (Q27686 whole entry, looked up): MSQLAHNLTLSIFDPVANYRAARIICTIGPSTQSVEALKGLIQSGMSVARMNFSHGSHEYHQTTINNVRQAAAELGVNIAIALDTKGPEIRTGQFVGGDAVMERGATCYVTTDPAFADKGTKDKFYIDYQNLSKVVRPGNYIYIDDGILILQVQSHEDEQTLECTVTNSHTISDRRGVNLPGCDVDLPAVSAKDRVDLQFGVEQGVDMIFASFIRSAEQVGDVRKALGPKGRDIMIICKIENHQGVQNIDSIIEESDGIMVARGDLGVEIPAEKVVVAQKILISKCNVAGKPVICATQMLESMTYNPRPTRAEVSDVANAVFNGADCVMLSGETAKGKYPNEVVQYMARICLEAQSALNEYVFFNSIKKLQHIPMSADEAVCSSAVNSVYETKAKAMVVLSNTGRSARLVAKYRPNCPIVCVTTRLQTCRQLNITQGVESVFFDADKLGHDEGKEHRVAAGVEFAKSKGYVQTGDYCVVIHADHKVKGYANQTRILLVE
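In 50 mM imidazole pH 7.2 with 7 mM MgCl2, LmPK (0.1 nM) turned over PEP (0.5 mM) and ADP (0.1 mM) for 1 h at room temperature. Luciferase read-out of ATP.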
AmpC detergent = qHTS Inhibitors of AmpC Beta-Lactamase (assay with detergent). P00811. Potency, µM (doses to about 114 µM), without a hit: at the top dose activity change, negative = inhibition, usual class: inhibitors. 370,000 compounds, 0.041% hits. AmpC hydrolysis of nitrocefin, absorbance 480 nm, 0.01% Triton;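 note: potency is the fitted concentration of half-maximal effect; 0% = no-compound wells and -100% = no-enzyme wells; nearly all actives have a fitted effect of over 25% in size; some results filed as inactive show a strong effect at the top dose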
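AmpC (5.3 nM in the dispensed reagent) in 20 mM phosphate pH 7.0 with 0.01% (detergent screen) or 0.0001% Triton X-100 was preincubated with compounds for 15 min at room temperature. Nitrocefin was then added from an 800 uM solution, and hydrolysis was followed at 480 nm.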
Sm TGR inh = qHTS Assay for the Inhibitors of Schistosoma Mansoni Peroxiredoxins; Schistosoma mansoni thioredoxin glutathione reductase (TGR), Q962Y6; purified TGR, DTNB reduction, TNB absorbance 405 nm; Potency, µM (top dose mostly 114 µM), for the others: at the highest dose activity change, negative = inhibition, hits mostly inhibitors; 360,000 compounds, 3% hits; AID 485364, 2010; note: potency is the fitted concentration of half-maximal effect; nearly all actives have a fitted effect of over 60% in size
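TGR 20 nM + NADPH 100 uM (dispensed conc.), cpd preinc 15 min RT; start with NADPH (500 uM addition) then DTNB (15 mM addition). Kinetic TNB absorbance, 405 nm filter. Four-parameter Hill fit across titration.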
Tb PYK inh = qHTS of Trypanosoma Brucei Inhibitors | pyruvate kinase (Trypanosoma brucei), Q57TT1 | TbPYK enzyme, Kinase-Glo Plus ATP luminescence, 45 min | Potency, µM (highest dose often 76.8 µM), for inactives: at the highest dose activity, negative = inhibition, most hits filed as inhibitors | 410,000 compounds, 0.12% hits | AID 624173, 2012; note: potency is the fitted concentration of half-maximal effect; nearly all actives have a fitted effect of over 50% in size
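Luminescent Kinase-Glo Plus end-point after 45 min room-temperature reaction of T. brucei pyruvate kinase started with 130 uM ADP (final). Buffer TEA 50 mM pH 7.2 with KCl, MgCl2, BSA, Tween-20; titration-based qHTS with fitted concentration-effect curves.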
AMA1 RON2 block = qHTS for Inhibitors of AMA1-RON; Towards Development of Antimalarial Drug Lead: Primary Screen; Plasmodium falciparum AMA1 (3D7) - RON2 peptide interaction; AlphaScreen AMA1-biotinylated RON2 peptide binding; Potency, µM (top dose mostly 58.2 µM), inactives show at the highest dose activity change, negative = inhibition, most hits filed as inhibitors; 360,000 compounds, 0.2% hits; AID 720542, 2013;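 note: potency is the fitted concentration of half-maximal effect; 0% = vehicle wells and -100% = peptide control; nearly all actives have a fitted effect of over 45% in size; some results filed as inactive show a strong effect at the top dose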
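AMA1 (3D7) with his tag at 25 nM final met compounds first, then biotinylated RON2 peptide at 25 nM; detection used donor plus acceptor beads, 10 µg/mL apiece, read by AlphaScreen after 30 min at room temperature.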
Starred values were filed as active, the others as inactive; ? = inconclusive; · = not tested or not shown; & = joins results of further samples; [ ] = dose if it differs, or a comment. Unless noted, calls come from the whole dose curve; as a rule, active = well fitted curve in the direction sought with a large enough effect; inconclusive = small, poorly fitted or top-dose-only effect, or another doubt; inactive = no such curve, though single readings can be large; an effect the other way counts as inactive or inconclusive. Unless noted, % is set by controls: 0 for no effect and ±100 for the full control effect.

The line under a structure holds: AmpC no deterg | HCMV antiviral | LmPK inh | AmpC detergent | Sm TGR inh | Tb PYK inh | AMA1 RON2 block
#1 O=C(CN(CCc1ccccc1)C(=O)Cn1nnc(-c2cccs2)n1)NCc1ccco1
 : -8% | -20 | 4% | ? | 50µM* | 8% | -2%
#2 Cc1nn(C)c2c1c(-c1ccccc1)cc(=O)n2CC(=O)Nc1ccccc1C(F)(F)F
 : · | 0 | · | 11% | -2% | 4% | ·
#3 CCOc1ccc(CCNC(=O)CCc2c(C)nc3c4c(C)cc(C)nc4nn3c2C)cc1
 : · | 80 | · | 4% | -9% | 11% | ·
#4 CCN(c1ccc(OC)cc1)S(=O)(=O)c1ccc(-c2cc(C)no2)s1
 : -3% | -76* | 1% | -5% | -2% | 2% | 12%
#5 CCOC(=O)C1C(c2cccs2)NC(=O)N(C)C1(O)C(F)(F)F (stereo not given)
 : -13% | 14 | -1% | 2% | -17% | 4% | 0%
#6 O=C(Nc1ccc2nc3n(c(=O)c2c1)CCCC3)c1ccc(Cl)nc1
 : · | ? | · | · | · | -4% | -3%
#7 COc1ccc(OC)c(C2N(c3ccc(Cl)cc3)C(=O)C3CCCN32)c1 (stereo not given)
 : 121%[activator] | 54 | 1% | 0% | -2% | 4% | -12%
#8 CCC(C)NC(=O)C(Cc1ccccc1)NS(=O)(=O)c1ccc2c(c1)oc(=O)n2C (stereo not given)
 : -19% | -23 | 2% | 2% | -7% | 21% | 7%
#9 C=CCNS(=O)(=O)c1ccc2nsnc2c1
 : -5% | 39 | 0% | 0% | -1% | -2% | 3%
#10 CCC1CN(S(=O)(=O)c2ccc3c(c2)NC(=O)CC(=O)N3)c2cc(Cl)ccc2O1 (stereo not given)
 : -50% | ? | -7% | -10%&11% | 3%&6% | -4% | 10%
#11 Cc1nn(-c2cccc(Cl)c2)c2nc(C(F)(F)F)[nH]c(=O)c12
 : 1% | -17 | 2% | 0% | 2% | 1% | -9%[11.6 µM]
#12 S=c1[nH]nc(CN2CCCCC2)n1Cc1ccccc1
 : -19% | -82* | -14% | 2% | -1% | ? | 8%
#13 COCCCNc1nc(NCc2ccccc2OC)c2cnn(C)c2n1
 : · | -19 | · | 1% | -15% | 0% | ·
#14 CC(C)(C)NC(NC(=O)Cc1ccccc1)C(Cl)(Cl)Cl (stereo not given)
 : -6% | -2 | 2% | 2% | -8% | 2% | 1%
#15 COc1ccc(-c2ccc(C#N)c(SCC(=O)Nc3sc4c(c3C#N)CCC4)n2)cc1
 : -34% | 46 | 3% | 1% | 8% | -3% | 0%
#16 COc1ccccc1CCC(=O)NNC(=O)c1ccccc1
 : -9% | -25 | -3% | -10% | 1% | 28% | 30%
#17 CSc1ncc(CN2CCCCC2C(=O)Nc2ccc(Oc3ccccc3)nc2)cn1 (stereo not given)
 : 15% | -30 | -3% | -4% | -10% | -2% | 1%
#18 Cc1c(Cl)cccc1NC(=S)C(=C([O-])c1ccc(Cl)s1)[n+]1ccccc1
 : · | -37 | · | · | · | -4% | 17%
#19 COc1ccc(C(=O)NCC2CCCN2S(=O)(=O)c2cccs2)cc1OC (stereo not given)
 : 2% | -27 | · | -8% | -6% | -1% | 12%
#20 CC(=O)Nc1ccc(N(C(=O)c2ccco2)C(C(=O)NC2CCCC2)c2ccc(N3CCOCC3)cc2)cc1 (stereo not given)
 : 31% | -32 | 2% | -7% | -1% | -8% | 1%
#21 O=C(NCCNS(=O)(=O)c1ccc(C(F)(F)F)cc1)N1CCOCC1
 : 0% | 8 | -5% | -6% | -7% | -6% | 3%
#22 Cc1cc(NC(=O)/C=C/C(=O)N(c2ccccc2C)C(C(=O)NC2CCCC2)c2ccc(F)cc2)no1 (stereo not given)
 : -20% | -74* | 1% | -4% | -6% | 7% | -6%
#23 CCOc1cc(NC(=O)C2CCCCC2)c(OCC)cc1NC(=O)c1ccco1
 : -30% | -9 | 3% | 5% | 2% | 1% | -7%
#24 Cc1ccc2cc(CN(CCCO)S(=O)(=O)c3cccc4nsnc34)c(=O)[nH]c2c1C
 : 112%[activator] | 21 | 7% | -1% | -46% | -17% | 13%
#25 O=C(NC(=S)Nc1ccccc1N1CCCCC1)c1ccco1
 : -38% | -71* | 1% | ? | 1% | -3% | -6%
#26 O=C(CNC(=O)c1ccccc1F)OCc1cc(=O)n2nc(C3CC3)sc2n1
 : · | -6 | · | -7% | -8% | -2% | ·
#27 O=C(Cn1c(-c2cscn2)nc2ccccc21)Nc1ccc(Cl)cc1
 : 68%[activator] | 9 | 5% | -7% | -8% | -4% | -6%
#28 Clc1cccc(CNc2ccn3nc(-c4ccc(OCCN5CCOCC5)cc4)cc3n2)c1
 : · | -6 | · | · | · | 6% | -16%
#29 Cc1ccc(/C(=N\O)c2oc3c(C)c4oc(=O)cc(C)c4cc3c2C)cc1
 : ? | -2 | 7% | ? | -18% | -1% | -3%
#30 Cc1ccc(CSc2ccc(-c3ccco3)nn2)cc1
 : -24% | 100 | -25% | -3% | ? | -26% | -1%
#31 CCOc1ccccc1NC(=O)C1(S(=O)(=O)c2ccc(Cl)cc2)CC1
 : -6% | -10 | 0% | -11% | -33% | 0% | 12%
#32 COC(=O)c1cc(C(=O)c2cc(Br)ccc2O)coc1=N
 : -38% | 10 | 5% | 6% | 3% | 2% | -6%
#33 c1ccc(COC2CCCN(Cc3nc(Cc4ccccc4)no3)C2)cc1 (stereo not given)
 : 88%[activator] | ? | 3% | 1% | 6% | 1% | 14%
#34 CCCCCC(=O)N=Nc1c(O)[nH]c2ccc([N+](=O)[O-])cc12
 : -31% | 70 | 2% | -12% | -14% | -2% | -6%
#35 COc1ccc(Cl)cc1NC(=O)c1sc(-n2nc(C)c(Cc3ccccc3)c2C)nc1C
 : · | -37 | · | 20% | -7% | -14% | ·
#36 COc1cc(CNC2CCCCCCC2)cc(Cl)c1OCC(N)=O
 : -20% | 1 | -2% | 3% | 3% | 2% | 8%
#37 O=C(Nc1ccnn1C1CCN(Cc2cccc(OCCO)c2)CC1)C1CCCC1
 : -4% | 124 | 10% | -10% | 0% | 2% | -5%
#38 COc1ccc(N2CCN(C(=O)c3cccc(S(=O)(=O)N4CCc5ccccc54)c3)CC2)cc1
 : 74%[activator] | -8 | · | · | · | -3% | ?
#39 CC1(C)Cc2c(sc3nc4n(c(=N)c23)CCC4)CO1
 : -6% | -8 | 4% | -2% | 3% | 1% | 0%
#40 Cc1c(C(=O)N2CCCCC2)c(S(=O)(=O)N2CCc3ccccc32)c(C)n1C
 : 0% | 22 | -3% | 3% | -15% | 1% | -1%
#41 Cc1ccc(C=O)c([B-](F)(F)F)c1
 : · | ? | · | · | · | -4% | 3%
#42 O=C(CSc1nnc(NC(=O)c2ccccc2Cl)s1)NC1CC1
 : -2% | -21 | -8% | -5% | -8% | -5% | 6%
#43 COC(=O)/C(=C(/F)SCC(C)=O)C(F)(F)F
 : -13% | · | -1% | ? | ? | · | ·
#44 O=C(Nc1nc2ccccc2s1)C1CCN(S(=O)(=O)c2cc([N+](=O)[O-])ccc2Cl)CC1
 : 7.9µM* | 0 | 7% | 8% | ? | -17% | -24%
#45 COc1ccc(CNC(=O)C2CCN(S(=O)(=O)c3ccc4c(c3)NC(=O)CO4)CC2)cc1
 : -17% | 17 | -10% | 0% | 6% | -1% | 15%
#46 CCNc1ccc(N=Nc2c(C)n(C)n(-c3ccccc3)c2=O)cc1
 : -23% | 23 | -8% | ? | -3% | -4% | -18%
#47 CC(=O)Nc1ccc(NC(=O)CN(c2ccc(C34CC5CC(CC(C5)C3)C4)cc2)S(C)(=O)=O)cc1
 : 5% | 13 | 0% | -5% | 4% | 18% | -2%
#48 O=P(c1ccccc1)(c1ccccc1)C(O)c1ccccn1 (stereo not given)
 : 3% | 4 | 0% | 1% | -7% | -1% | 97%[activator]
#49 O=C(Nc1ccc(N2CCN(C(=O)c3ccco3)CC2)cc1)c1ccc([N+](=O)[O-])cc1Cl
 : 20% | -3 | 2% | -2% | -1% | -3% | -4%
#50 CCN(Cc1nc(-c2ccc(OC)cc2)no1)C(=O)c1ccoc1C
 : 7% | -9 | -1% | 0% | -1% | -2% | -6%
#51 CSc1ncc(C(=O)Nc2ccc(F)cc2F)c(-c2ccccc2)n1
 : · | 8 | · | 25% | -2% | -2% | ·
#52 COc1ccc(CCNC(=O)C2CCN(C(=O)c3ccc(C(C)(C)C)cc3)CC2)cc1
 : 132%[activator] | -8 | 6% | 3% | 12% | 1% | 2%
#53 Cc1ccc(S(=O)(=O)N(CC(=O)O)Cc2ccccc2F)cc1
 : -6% | -7 | 0% | -5% | 16% | 1% | -12%
#54 COC(=O)C1=C(c2cc3ccccc3s2)C[C@@H]2CC[C@H]1N2C(=O)NCc1ccc(F)cc1
 : · | -2 | · | · | · | 1% | -16%
#55 COc1cccc(CNC(=O)C2CCCN(S(=O)(=O)c3ccc4c(c3)C(C)(C)C(=O)N4C)C2)c1 (stereo not given)
 : 122%[activator] | -9 | -1% | -17% | -2% | -8% | -6%
#56 O=C(CNC(=O)c1ccccc1)N=Nc1c(O)[nH]c2ccc(Br)cc12
 : -17% | 8 | -8% | 4% | 22% | -6% | 0%
#57 CCOc1ccc(C(=O)Nc2ccc(NC(=O)c3ccco3)c(Cl)c2)cc1Br
 : -46% | 7 | 4% | 4% | -15% | -14% | -6%
#58 CCN(CC)C(=O)c1nc[nH]c1C(=O)O[C@@H](C)c1ccccc1
 : -14% | 15 | · | · | · | -3% | 8%
#59 O=C(Cn1[nH]c(=O)c2ccccc2c1=O)OCC(=O)c1ccc(F)c(F)c1
 : -18% | ? | · | · | · | 2% | -9%

Some of the entries above in a different format:
No. | Molecule | AmpC no deterg | HCMV antiviral | LmPK inh | AmpC detergent | Sm TGR inh | Tb PYK inh | AMA1 RON2 block
15 | COc1ccc(-c2ccc(C#N)c(SCC(=O)Nc3sc4c(c3C#N)CCC4)n2)cc1 | -34% | 46 | 3% | 1% | 8% | -3% | 0%
49 | O=C(Nc1ccc(N2CCN(C(=O)c3ccco3)CC2)cc1)c1ccc([N+](=O)[O-])cc1Cl | 20% | -3 | 2% | -2% | -1% | -3% | -4%

Compound activity (PubChem)
